High-throughput results deposited in PubChem by Johns Hopkins Ion Channel Center.
Kir21 inh: blocks the mouse Kir2.1 inward-rectifier potassium channel | B-score at 10 µM | HEK293-Kir2.1, FluxOR thallium flux fluorescence; hits give low values | 0.85% of 310,000 active | P35561;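 active = fluorescence ratio B-score at or below minus 3 SD of library scores, with starting-brightness B-score within 2 SD, cut at about -4.2 in these data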;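 note: channel flux triggered by added potassium and thallium sulfate stimulus; B-score of peak minus minimum fluorescence over baseline after thallium stimulus; more negative B-score means stronger Kir2.1 block with less thallium influx; some compounds called inactive have numbers as strong as hits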
KCNQ2 inh: KCNQ2 channel blockers in CHO-K1 cells – cell-based, FluxOR thallium flux, B-score, primary screen (AID 2156); O88943; 20 min; hits give low values; B-score at 10 µM; 1.1% of 310,000 active;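 active = fluorescence ratio B-score at most minus 3 library SDs, with starting brightness B-score within 2 library SDs, cut at about -5.5 in these data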
Target sequence (O88943 whole entry, looked up): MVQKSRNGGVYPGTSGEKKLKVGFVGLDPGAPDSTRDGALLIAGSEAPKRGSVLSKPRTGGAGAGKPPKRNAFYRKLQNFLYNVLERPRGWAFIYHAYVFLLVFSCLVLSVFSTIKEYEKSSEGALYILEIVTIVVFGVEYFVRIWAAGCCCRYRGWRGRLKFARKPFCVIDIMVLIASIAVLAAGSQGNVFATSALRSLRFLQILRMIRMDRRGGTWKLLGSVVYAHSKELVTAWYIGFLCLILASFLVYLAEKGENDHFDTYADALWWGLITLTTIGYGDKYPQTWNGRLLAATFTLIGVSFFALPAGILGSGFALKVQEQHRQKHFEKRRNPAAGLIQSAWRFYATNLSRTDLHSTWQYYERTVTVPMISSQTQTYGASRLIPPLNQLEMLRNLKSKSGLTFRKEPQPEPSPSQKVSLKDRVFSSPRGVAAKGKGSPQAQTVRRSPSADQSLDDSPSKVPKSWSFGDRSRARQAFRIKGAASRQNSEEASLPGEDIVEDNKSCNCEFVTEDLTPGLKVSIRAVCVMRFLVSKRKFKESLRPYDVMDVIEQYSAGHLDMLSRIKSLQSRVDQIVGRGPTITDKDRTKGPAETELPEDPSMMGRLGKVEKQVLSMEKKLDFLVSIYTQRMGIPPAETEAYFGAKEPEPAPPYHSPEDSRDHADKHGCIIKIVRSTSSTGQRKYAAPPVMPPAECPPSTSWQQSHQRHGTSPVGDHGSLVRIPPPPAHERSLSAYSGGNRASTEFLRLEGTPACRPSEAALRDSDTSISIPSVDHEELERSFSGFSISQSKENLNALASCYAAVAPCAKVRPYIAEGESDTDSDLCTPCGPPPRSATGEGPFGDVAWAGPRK
Starred values were filed as active, the others as inactive; i = inactive.

A first look (3 entries):
SMILES	Kir21 inh	KCNQ2 inh
COc1cc(/C=C/C(=O)c2ccc(NS(=O)(=O)c3ccc(C)cc3)cc2)ccc1OC(F)F	-0.06	i
COc1ccc(CCNC(=O)CC2C(=O)NCCN2CC(C)(C)C)cc1 (stereo not drawn)	-0.68	i
COc1ccc(N(C)C(=O)Cn2c(=O)oc3ccccc32)c(OC)c1	0.29	i

This part in full, from the first entry:
SMILES	Kir21 inh	KCNQ2 inh
COc1cc(/C=C/C(=O)c2ccc(NS(=O)(=O)c3ccc(C)cc3)cc2)ccc1OC(F)F	-0.06	i
COc1ccc(CCNC(=O)CC2C(=O)NCCN2CC(C)(C)C)cc1 (stereo not drawn)	-0.68	i
COc1ccc(N(C)C(=O)Cn2c(=O)oc3ccccc32)c(OC)c1	0.29	i
Cc1cccnc1NC(=O)Nc1ccccc1	2.7	i
Cn1c(SCC(=O)N/N=C/c2ccc([N+](=O)[O-])s2)nnc1-c1ccccc1	0	i
CCOc1ccccc1N1CCN(CC(=O)Nc2cc(C)on2)CC1	0.49	i
CCOC(=O)c1sc2nc3c(SCCC#N)cc(C(=O)c4cc(F)ccc4O)cn3c(=O)c2c1C	-0.63	i
CC(C)NC(=O)C1CCN(C2CCN(Cc3nc4ccccc4s3)CC2)CC1	1	i
CCCn1nc2cc(C(=O)NC3CCCc4ccccc43)ccc2c1OCC (stereo not drawn)	0.66	i
Cc1ccccc1NC1=NCC(c2ccc([N+](=O)[O-])cc2)S1 (stereo not drawn)	-1.4	i
CCOC(=O)C1Nc2ccc(Br)cc2C2C=CCC12 (stereo not drawn)	-1.5	i
Cc1nnc(SCC(C)C)[nH]c1=O	0.89	i
O=C(CSc1nnc(CNC(=O)c2ccccc2F)o1)NCc1ccco1	0.5	i
CCc1cccc(C)c1NC(=O)CSc1nnc(C)o1	0.11	i
O=c1c([N+](=O)[O-])c(N2CCCCC2)c2ccccc2n1-c1ccccc1	-0.01	i
COc1ccc(NC(=O)C(NCC(C)C)c2ccccc2)cc1Cl (stereo not drawn)	1.4	i
CCCn1nnc(NC(=O)c2cc(Br)cc(Br)c2OC)n1	0.04	i
O=S(=O)(c1ccc(F)cc1)c1snnc1-c1ccccc1	-15*	i
COc1ccc(CCNc2nc(-c3ccc(O)cc3)cs2)cc1OC	-4.6*	i
O=C1NC(=S)N/C1=C/c1cccc2ccccc12	-0.82	i

Whole records as entered above.
O=S(=O)(c1ccc(F)cc1)c1snnc1-c1ccccc1 across the screens: Kir21 inh = -15*; KCNQ2 inh = i
CCCn1nnc(NC(=O)c2cc(Br)cc(Br)c2OC)n1 across the screens: Kir21 inh = 0.04; KCNQ2 inh = i

Going on with the list:
SMILES	Kir21 inh	KCNQ2 inh
Cc1ccc(-c2nnc(/C=C/c3ccccc3)o2)cc1	0.84	i
COCCNC(=O)COc1ncnc2ccc(Br)cc12	1.1	i
CN(CCc1ccccc1)C1CCCN(S(=O)(=O)N(C)C)C1 (stereo not drawn)	2.6	i
CCOC(=O)NNC(=O)c1[nH]c2ccc(Br)cc2c1-c1ccccc1	-0.97	-6.8*
C/C(=N\NC(=O)C(O)c1ccccc1)c1ccc(Cl)cc1 (stereo not drawn)	0.23	i
Cc1cc(C)n(Cc2ccc(F)cc2)c(=O)c1C#N	0.01	i
O=C(/C=C/c1ccc(Cl)cc1Cl)N1CCc2ccccc21	-0.73	i
Cc1ccccc1C(=O)NC(=S)Nc1cccc(NC(=O)C(C)C)c1	2.4	i
C=CCC1(/C=N/O)CCOC(C)(C)C1 (stereo not drawn)	0.9	i
CC(Cc1cccs1)NC(=S)Nc1ccc(F)cc1 (stereo not drawn)	-2	i
COc1ccc(OC)c(S(=O)(=O)Nc2ccc(O)c(Sc3ncn[nH]3)c2)c1	-1.2	i
CCn1c(CNC(=O)Cc2ccc(OC)cc2)nnc1SCC(=O)c1ccc(Br)cc1	-0.99	i
Cc1ccc(NC2=CC(=O)C(=O)c3ccccc32)cc1	0.26	i
C/C(=N\OCc1ccc(C#N)cc1)c1ccc(S(=O)(=O)N(C)C)cc1	0.45	i
O=C(Nc1ccccc1F)Nc1ccccc1N1CCCCC1	0.03	i
CCSCc1nnc(SCC(=O)Nc2nccs2)n1CC	-2.5	i
Cc1ccsc1C(=O)Nc1ccccc1N1CCOCC1	-3.1	i
O=C(c1csc2c1CCCC2)N1CCN(c2ccccc2)CC1	1.6	i
O=C(NCC1CCCCC1)c1ccc(Br)o1	0.48	i
O=C(NCC1CCCCC1)c1cccc(Br)c1	-0.24	i
CCCC(=O)Nc1ccc(Cl)c(NC(=O)c2ccc(Br)o2)c1	-0.02	i
COc1c(C(=O)Nc2nccs2)ccc2ccccc12	0.72	i
O=C(CNc1ccccc1)Nc1ccc(F)cc1	1.8	i
COc1ccc(OC)c(NC(=O)CSC2=NN3CCCC(=O)N=C3S2)c1	-2.2	i
O=C1O/C(=C\C(=O)N2CCOCC2)c2ccccc21	0.66	i
O=CN1CCN(C(=O)c2ccccc2Cl)CC1	0.07	i
COc1cccc(/C=N/NC(=O)C(C)Cn2cnc3ccccc32)c1 (stereo not drawn)	-0.15	i
Cc1ccccc1NCC(=O)N=Nc1c(O)[nH]c2ccc([N+](=O)[O-])cc12	2.1	i
CC(C)CCC(C(=O)NC(C)c1ccccc1)C(=O)NC(C)c1ccccc1 (stereo not drawn)	-0.5	i
O=C(c1ccc(Cl)cc1Cl)N1CCN(c2ccccn2)CC1	-0.11	i
CN(CC(=O)Nc1cccc2ccccc12)C(=O)c1cccc(S(=O)(=O)N(C)C)c1	0.58	i
CCN(CC(=O)Nc1c(F)cccc1F)C(=O)c1ccc(Cl)c(S(=O)(=O)N2CCCCC2)c1	-0.67	i
O=C(C1CCN(S(=O)(=O)c2cccs2)CC1)N1CCCCC1	-0.99	i
CC(=O)c1nnn(-c2ccccc2C#N)c1C	-0.34	i
NS(=O)(=O)c1ccc(NC(=O)CN2CCN(Cc3ccccc3)CC2)cc1	-1.5	i
CCCCN(C)CCn1c(=S)[nH]c2ccc(N3CCOCC3)cc2c1=O	-1.9	i
COc1ccc(/C=C/C(=O)N/C(=C\c2ccco2)C(=O)NCCc2nc3ccccc3[nH]2)cc1	0.68	i
Cc1c(Nc2ncnc3c2cnn3-c2ccccc2)c(=O)n(-c2ccccc2)n1C	1.4	i
Cc1ccc(CN2C(=O)CCC2C(=O)NCCN2CCN(c3cccc(Cl)c3)CC2)cc1 (stereo not drawn)	-1.2	i
O=C(O)C1C2C=CC(C2)C1C(=O)NCc1cccnc1 (stereo not drawn)	0.66	i
CN(Cc1ccccc1)C1CCNCC1	0.32	i
O=C1CN(C(=S)NC(=O)c2ccc(-c3ccccc3)cc2)CCN1	-0.07	i
S=C(Nc1cccc(Br)c1)c1ccccc1	1.2	i
CC1(C)C(CSc2nc3ccccc3[nH]2)C1(Cl)Cl (stereo not drawn)	-0.67	i
CN(C)/N=C/c1ccc(Sc2ccc([N+](=O)[O-])cc2[N+](=O)[O-])o1	-0.19	i
O=C(/C=C/c1cccc([N+](=O)[O-])c1)NCCSCc1ccc(Cl)cc1Cl	-0.58	i
COc1cccc(NC(=O)CSc2nnc(Cc3cccs3)n2-c2ccc(C)cc2)c1	0.01	i
CCCCn1c(SCC(=O)N(C)C)nnc1-c1ccncc1	-0.01	i
Cc1ccc(S(=O)(=O)CCC(=O)OCC(=O)NCCc2ccc(F)cc2)cc1	2.5	i
CCOC(=O)c1ccc2[nH]c(C)cc(=O)c2c1	2.7	i
COc1cc(OC)cc(C(=O)N(CCCN2C(=O)c3cccc4cccc(c34)C2=O)c2cccc(OC)c2)c1	1.2	i
Cc1ccc(NS(=O)(=O)c2cn(C)c(=O)n(C)c2=O)c(C)c1	-0.67	i
NN=C(c1ccccc1)c1ccccc1	0	i
O=C(COC(=O)c1cccs1)Nc1ccccc1Cl	-0.93	i
CCn1c(COc2ccccc2)nnc1SCC(=O)Nc1ccc2c(c1)OCCO2	-1.3	i
COc1ccc(S(=O)(=O)N(C(=O)c2ccncc2)c2ccc3oc4c(c3c2)CCCC4)cc1	-0.04	-5.7*
O=c1cc(N2CCN(Cc3ccccc3)CC2)[nH]c(=O)n1Cc1ccc(F)cc1	0.52	i
CC(=O)OCCN1C(=O)c2cccc3cc([N+](=O)[O-])cc(c23)C1=O	-2.2	i
CC(C)N(CCCNC(=O)C1CCC(CNS(=O)(=O)c2ccccc2)CC1)Cc1ccccc1 (stereo not drawn)	1.4	i
CC(=O)c1ccc(OCc2cc(C(=O)N3CCOCC3)no2)cc1	1.2	i

Single values from the entries so far.
COc1ccc(S(=O)(=O)N(C(=O)c2ccncc2)c2ccc3oc4c(c3c2)CCCC4)cc1 – Kir21 inh: -0.04
COc1cccc(NC(=O)CSc2nnc(Cc3cccs3)n2-c2ccc(C)cc2)c1 – Kir21 inh: 0.01
CN(Cc1ccccc1)C1CCNCC1 – Kir21 inh: 0.32
CC1(C)C(CSc2nc3ccccc3[nH]2)C1(Cl)Cl (stereo not drawn) – Kir21 inh: -0.67
CN(C)/N=C/c1ccc(Sc2ccc([N+](=O)[O-])cc2[N+](=O)[O-])o1 – Kir21 inh: -0.19

The listing continues.
SMILES	Kir21 inh	KCNQ2 inh
Cc1cc(C(=O)CSc2nc(N)cc(N)n2)c(C)n1-c1cccc(C(F)(F)F)c1	-2.6	i
BrC(=C\c1ccccc1)/C=N/Nc1ccc2nncn2n1	0.14	i
CC1Cc2ccccc2N1S(=O)(=O)c1cccc2nsnc12 (stereo not drawn)	-3	i
COCCN(C(=O)COC(=O)/C=C/c1ccc2ccccc2n1)c1c(N)n(Cc2ccccc2)c(=O)[nH]c1=O	-0.22	i
CCCCC1CCC(C(=O)N(C)CC(=O)Nc2cccc(F)c2)CC1 (stereo not drawn)	0.02	i
Cc1cc(NC(=O)c2ccccc2-c2ccccc2)ccc1Br	0.07	i
COc1ccc(-c2cc(C)no2)cc1S(=O)(=O)N1CCCCC1	0.32	i
O=C(CCCC1=NS(=O)(=O)c2ccccc2N1)OCc1ccc(Cl)cc1	0.9	i
CCSc1nnc(NC(=O)CSc2nnc(-c3c[nH]c4ccccc34)n2C)s1	0.15	i
CC(C)N1CCC(N2CCN(C/C=C/c3ccc(F)cc3)CC2CCO)CC1 (stereo not drawn)	-0.32	i
Cc1cc2cc(CN(CCCO)S(=O)(=O)c3cccc4nsnc34)c(=O)[nH]c2cc1C	2.2	i
CCn1c(=O)c(C(=O)CN2CCN(Cc3ccc4c(c3)OCO4)CC2)c(N)n(Cc2ccccc2)c1=O	0.02	i
CCC(=O)N1CCN(c2ccc(Cl)cc2NC(=O)c2ccc([N+](=O)[O-])o2)CC1	0.81	i
CCOC(=O)c1ccc2c(c1)nc(SCC(=O)N1CCCCC1)n2CC	0	i
CCCCC1=CC2=CC(=O)C(C)(OC(=O)CC)C(=O)C2=CN1Cc1ccccc1 (stereo not drawn)	0.22	i
CN(CC1COc2ccccc2O1)C(=S)NC1CCCCC1 (stereo not drawn)	0.51	i
Cn1cc(Cl)c(C(=O)Nc2cccc(Cl)c2Cl)n1	-0.04	i
CCNc1nc(NCC)n2c(SCC(=O)N(CC)C3CCCCC3)nnc2n1	0.08	i
COc1cc(C2NC(=O)NC(C)=C2C(=O)OCC2CCCO2)ccc1O (stereo not drawn)	-0.66	i
O=C1OC(c2cccc([N+](=O)[O-])c2)C2(CCCC2)C(=O)C12CCCCC2 (stereo not drawn)	-0.11	i
O=[N+]([O-])c1ccccc1OCCOc1ccccc1[N+](=O)[O-]	2.1	i
CCc1cc(=S)n2c([nH]c3ccccc32)c1C#N	0.05	i
Clc1cccc(-c2noc3ncnc(Nc4ccc5c(c4)OCO5)c23)c1	0.01	i
Cc1cc(C)cc(NS(=O)(=O)c2coc(C(N)=O)c2)c1	2.5	i
COCCN(C(=O)CCC(=O)Nc1nccs1)C(C(=O)NC(C)(C)C)c1ccc(Cl)cc1 (stereo not drawn)	-2.9	i
CN(Cc1ccc(OC(F)F)cc1)C(=O)c1ccc2nccnc2c1	0.26	i
O=C(CNc1ccc2ccccc2c1)NNC1=NCCC1	0.08	i
O=C(Cc1ccccc1)NCCn1ccc2ccccc21	0.06	i
Cc1nn(-c2ccccc2)c2sc(C(=O)NC3CCCCC3)cc12	0.12	i
O=C1CCCc2c1[nH]c1ccc(Br)cc21	0	i
O=C(CN1C(=O)NC2(CCCCC2)C1=O)N1CCN(S(=O)(=O)c2ccc(F)cc2)CC1	1.2	i
COc1ccc(-c2oc3cccnc3c2-c2ccc(OC)nc2)cc1	0.4	i
COc1ccc2[nH]c3c(c2c1)CCN1C(=O)N([C@@H](C)C(=O)NCc2ccc(C)cc2)C(=O)[C@]31C	-0.61	i
O=C(CCNS(=O)(=O)c1ccccc1)N1CCCCCCC1	0.08	i
CC(=O)c1cc2ccc(O)cc2oc1=O	-3.1	i
CNc1nc(C)c(C(C)=O)cc1C#N	1.8	i
O=C(COC(=O)CCCN1C(=O)c2cccc3cccc(c23)C1=O)Nc1ccc(Cl)cc1	-0.06	i
COc1ccc(CNn2c(C)nc3ccccc3c2=O)cc1	-0.04	i
CC(=O)c1cc2c(cc1NS(=O)(=O)c1ccc(F)cc1)OCO2	0.2	i
COc1ccc(CN2CCN(C(=O)c3cc(-c4cccnc4)nc4ccc(Cl)cc34)CC2)c(OC)c1OC	-0.49	i
Cn1c(=O)c(C(=O)Nc2ccccc2S(N)(=O)=O)c(O)c2ccccc21	1.6	i
FC(F)(F)c1ccncc1-c1nnc(C2CCCCC2)o1	1.1	i
CCc1noc(C)c1C(=O)N(C)CC(=O)Nc1ccccc1C(F)(F)F	0.07	i
CCc1ccc(CN(C(=O)c2cccs2)C2CCS(=O)(=O)C2)cc1 (stereo not drawn)	-1.6	i
Cc1cccc(C)c1NC(=O)C1CCN(S(C)(=O)=O)CC1	1.6	i
COc1ccc(-n2cnc3cc(C(=O)NC4CCCC4)ccc32)cc1	-0.33	i

Rows were taken by chance; about 1.8% have a hit in one of these screens.
